PDI inh: inhibitors of human protein disulfide isomerase. PDI insulin aggregation turbidity, A650, 90 min. P07237. inhibition, % at 10 µM. 0.052% of 350,000 active;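 active = mean inhibition across replicates of 30% or more, whatever share of single replicates reach that level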;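 note: absorbance from insulin aggregation driven by PDI reduction with DTT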
Target sequence (P07237 whole entry, looked up): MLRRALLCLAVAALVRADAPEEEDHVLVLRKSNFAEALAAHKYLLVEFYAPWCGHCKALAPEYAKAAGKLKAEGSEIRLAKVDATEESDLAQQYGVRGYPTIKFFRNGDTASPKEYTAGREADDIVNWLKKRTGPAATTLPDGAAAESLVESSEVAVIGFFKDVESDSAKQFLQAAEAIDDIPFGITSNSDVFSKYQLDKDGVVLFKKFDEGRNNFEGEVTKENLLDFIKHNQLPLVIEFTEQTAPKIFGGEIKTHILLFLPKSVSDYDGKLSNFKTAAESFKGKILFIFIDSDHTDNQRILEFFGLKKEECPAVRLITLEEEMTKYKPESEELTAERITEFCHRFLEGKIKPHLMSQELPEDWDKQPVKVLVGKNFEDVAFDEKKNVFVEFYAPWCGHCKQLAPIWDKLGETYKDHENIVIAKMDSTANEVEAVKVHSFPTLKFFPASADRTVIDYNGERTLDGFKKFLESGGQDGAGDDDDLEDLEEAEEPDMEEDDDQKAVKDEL
Cardio protect: myocardial damage modulation in H9c2 cells; H9c2 cardiomyocytes, H2O2 injury protection, ATPLite, 2 h; protection from H2O2 cell death, % at 20 µM; AID 588492; 0.63% of 360,000 active;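 active = compounds giving at least 50% protection of heart cells from peroxide-induced death in the single-dose screen, raw or plate-pattern-corrected value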;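 note: 0% = DMSO wells with peroxide and 100% = DMSO wells without peroxide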
HTR2A ag: agonists of mouse serotonin 5-HT2A receptor (HTR2A); P35363; CHO-K1 mHTR2A beta-arrestin complementation, luminescence; percent of 30 µM serotonin response; 0.66% of 360,000 active; activation, % at 7.6 µM; AID 624169;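 active = activation above a run cutoff, the mean activation of all tested compounds plus 3 SD, cut at about 14% in these data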;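 note: 0% = plate median of compound wells and 100% = 30 µM serotonin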
Target sequence (P35363 whole entry, looked up): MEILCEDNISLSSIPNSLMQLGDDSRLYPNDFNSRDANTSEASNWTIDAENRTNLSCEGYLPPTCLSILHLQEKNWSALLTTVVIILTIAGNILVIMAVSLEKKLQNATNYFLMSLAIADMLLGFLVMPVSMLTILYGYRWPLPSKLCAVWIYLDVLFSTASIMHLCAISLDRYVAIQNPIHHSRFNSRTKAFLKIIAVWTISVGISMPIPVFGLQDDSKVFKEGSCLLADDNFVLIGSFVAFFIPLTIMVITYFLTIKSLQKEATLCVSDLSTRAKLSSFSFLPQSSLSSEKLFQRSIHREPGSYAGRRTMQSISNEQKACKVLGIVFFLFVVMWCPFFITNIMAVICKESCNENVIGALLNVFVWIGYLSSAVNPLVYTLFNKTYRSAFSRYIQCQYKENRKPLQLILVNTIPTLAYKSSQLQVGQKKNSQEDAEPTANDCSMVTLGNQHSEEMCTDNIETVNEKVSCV
MC4R antagonist: blocks human MC4R cAMP signaling | MC4R-expressing cells, MTII-stimulated cAMP, LANCE TR-FRET | inhibition, % at 6.5 µM | P32245 | 0.48% of 360,000 active;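 active = inhibition above its plate's cutoff, the mean of tested wells on that plate plus 3 SD, cut at about 29% in these data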;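 note: 0% = Melanotan II alone and 100% = Melanotan II plus saturating MCL0020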
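Assay system: human MC4R-expressing U2OS cells; reagent: Melanotan II stimulation of cells; dosing: 6.5 µM single dose; timing: compound 30 min, challenge 1 h, detection 1 h; signal: TR-FRET cAMP assay; replicates: one well per compound, no replicates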
ABHD5-PLIN5 inh: ABHD5-PLIN5 protein interaction inhibition. 0.78% of 360,000 active. Split G. princeps luciferase complementation, luminescence, 4 h. Q00G26+Q8WTS1. inhibition, % at 4 µM;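 active = inhibition above the mean inhibition across every tested compound plus 3 SD, cut at about 22% in these data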;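 note: 0% = DMSO only wells and the 100% control is not disclosed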
Glyco luc inh: blocks N-linked glycosylation in D54 reporter cells; D54 ERlucT glycosylation luciferase reporter, 24 h; percent of 100 nM tunicamycin response; reporter increase, % at 12.5 µM; 0.23% of 360,000 active;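 active = mean luciferase reporter signal, scaled so untreated is 0 and the glycosylation-blocking control 100, at or above a set limit in every replicate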;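 note: luciferase carries N-glycosylation sites so blocking glycosylation raises the light; 0% = median of neutral control wells and 100% = median of 100 nM tunicamycin wells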
ABCB6 inh MLPCN: human ABCB6 transporter inhibition | AID 602162 | Q9NP58 | fluorescence ratio to DMSO, % at 10 µM | 0.19% of 360,000 active | K562-ABCB6 porphyrin accumulation, flow cytometry, 1 h; stronger effect = lower value;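 active = fluorescence ratio to DMSO below 75%, the collection mean minus 3 SD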;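 note: signal is porphyrin accumulated inside mitochondria; 100% equals median channel fluorescence of DMSO control wells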
MC4R barr agon: agonists of human melanocortin 4 receptor (MC4R) beta-arrestin; P32245; U2OS MC4R beta-arrestin complementation, luminescence; percent of melanotan II response, DMSO zero; activation, % at 8.9 µM; 0.98% of 360,000 active; AID 540308;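 active = activation above a per-plate cutoff, the mean activation of sample wells on that plate plus 3 SD, cut at about 8% in these data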
CaV13 ICDI inh: Primary screen for inhibitors of IQ motif and Ca2+-dependent inactivation inhibitor domain binding in CACNA1D, Förster resonance energy transfer in living cells, … | inhibition, % at 12.3 µM | HEK cells, CFP/YFP FRET ICDI-IQ, plate reader, 10 min; percent FRET-ratio fall versus neutral wells | 0.098% of 340,000 active;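 active = mean replicate inhibition of at least 30% and at least 1% of replicates passing that level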;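 note: 0% = median of the neutral control wells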
Granule exo inh: lytic granule exocytosis inhibition | 0.66% of 360,000 active | inhibition, % at 10 µM | TALL-104 LAMP-1 surface exposure, flow cytometry; cells stimulated with thapsigargin and PMA | AID 651702;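 active = inhibition above about 55%, limit read from the data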
The depositor's hits bear a star; x = no result given.

SMILES,Cardio protect,CaV13 ICDI inh,MC4R antagonist,Glyco luc inh,ABCB6 inh MLPCN,HTR2A ag,ABHD5-PLIN5 inh,MC4R barr agon,Granule exo inh,PDI inh
O=C(NCc1ccco1)c1c(F)cccc1Cl,8,-2,-3,1,100,4,2,-1.2,-3,-9
Cc1ccc(CNC(=O)CSc2c3c(nc4ccc(Cl)cc24)CCCC3)o1,14,-4,16,7,91,-7,17,-2.5,2,13
C[N+]1(C)CCC(=C2c3ccccc3CC(=O)c3sccc32)CC1,-6,-5,0,14,100,-4,-12,-3.5,-1,-2
COc1ccc(OCC(=O)Nc2cccc(NC(=O)c3ccco3)c2)cc1,14,-5,3,-2,95,4,-11,-1.0,-16,19
O=C(CN1CCN(c2ccccc2F)CC1)NCc1ccccc1,-2,-21,13,1,104,-9,-7,0.6,6,0
O=C(NCc1ccccc1Cl)C1CCN(S(=O)(=O)N2CCCC2)CC1,-3,-2,3,-1,95,-5,-7,-2.3,-4,3
Cc1ccccc1-n1cc[nH]c1=S,1,-1,-2,1,93,3,2,-4.5,-3,5
CN(CCC#N)C(=O)COC(=O)c1ccccc1C(=O)c1ccc(Cl)c([N+](=O)[O-])c1,-5,-5,33*,10,98,-2,-3,-4.3,-6,0
Cc1ccnc(NC(=O)CN2C(=O)c3ccccc3S2(=O)=O)c1,2,-6,15,-5,93,-3,-9,-0.7,0,-6
Cc1nc(CNS(=O)(=O)c2ccccc2F)cs1,1,-3,-3,0,93,11,3,-1.3,1,x
Cn1c(=N)n(CC(=O)c2ccc(F)cc2)c2ccccc21,-9,-4,3,-22,98,0,-16,0.3,-3,4
CC(NC(=O)C1CSC2(C)CCC(=O)N12)c1ccccc1Cl (centres undefined),8,-17,4,1,95,7,0,-2.3,3,-5
CCCN(C(=O)c1ccccc1N)c1c(C)n(C)n(-c2ccccc2)c1=O,3,-4,-1,2,90,2,-2,-2.1,1,-7
COc1cc(C(=O)OCc2ccc(C)cc2)cc(NC(=O)c2cccs2)c1OC,5,10,2,-3,103,5,-1,1.2,2,-6
C[C@H](NC(=O)c1nc[nH]c1C(=O)N[C@@H](Cc1ccccc1)C(=O)OC(C)(C)C)c1ccccc1,-18,-6,14,-3,96,3,-7,-1.4,-1,0
Cc1[nH]c(=O)[nH]c(=O)c1NC(=O)c1sc2nc3c(C)cccc3cc2c1N,5,-4,-2,1,99,-4,-16,-0.5,-3,1
S=C(NCCc1ccccc1)NC1CC2CCC(C1)N2Cc1ccccc1 (centres undefined),-2,-4,-3,-3,100,-9,2,-0.3,1,-1
COc1cccc(C(=O)NC2CC3CCCC(C2)N3Cc2ccc(F)cc2)c1 (centres undefined),0,-6,4,-3,101,-1,-4,-0.6,-4,2
CCCCN(C)C(=O)Cc1c(OC)ccc2cc(Br)ccc12,-1,-5,18,-5,99,-1,1,-1.2,0,-7
Cc1ccc(C)c(S(=O)(=O)N2CCN(C(=O)Cc3ccccc3)CC2)c1,1,-1,8,2,96,-3,1,-1.1,31,-4
CSc1ncccc1C(=O)OC(C)C(=O)Nc1cccc(S(=O)(=O)N2CCOCC2)c1 (centres undefined),-6,-6,10,-6,103,-1,-6,2.9,0,0
Cc1cc(NS(=O)(=O)c2ccc(NC(=O)COc3ccccc3C(C)C)cc2)no1,-9,-6,7,0,108,6,-2,-1.1,-2,-1
COc1cc(OC)c(NC(=O)[C@@H]2CCC(=O)N2C2OC(=O)c3c2ccc(OC)c3OC)cc1Cl (some centres undefined),3,x,8,5,102,1,3,-0.4,2,x
O=C(COC(=O)CCc1c[nH]c(=O)[nH]1)Nc1ccccc1Cl,6,-4,0,1,100,0,10,-1.4,0,-4
O=C1CC(/C=C/c2ccccn2)=Nc2ccccc2N1,0,-17,-1,0,107,-1,8,4.4,-10,2
COC(=O)c1ccccc1CSc1nsc(C)c1C#N,3,-4,-2,-1,101,1,2,0.3,-6,-62
Cc1cc(N2CCCCC2)n2ncc(-c3ccc(Cl)cc3)c2n1,-11,-6,-7,-11,98,9,8,-0.6,3,-6
CC1CCN(C(=O)COc2ccccc2F)CC1,-2,x,1,1,106,2,3,-3.1,-1,11
O=C(COc1ccc(Cl)cc1Cl)Nc1nnc(C2=COCCO2)o1,3,-18,12,1,99,5,2,-2.0,2,-9
CCc1ccc(NC(=O)C(=O)NNC(=O)c2ccc(OC)cc2)cc1,8,-2,1,0,94,-2,5,-2.2,-4,-1
COc1cn(-c2ccccc2)nc1C(=O)OCC(=O)Nc1ccc(C)c(C)c1,-1,-6,-5,0,96,-2,7,3.2,-3,-3
CCOc1ccc(CN(C)C(C)C(=O)Nc2ccc([N+](=O)[O-])cc2Cl)cc1OC (centres undefined),-9,-3,5,-5,95,-2,1,0.0,-5,8
CCSC1=N/C(=C\c2ccc(OC)cc2)C(=O)N1,-1,-5,0,4,102,-1,1,-1.0,-4,-2
CCC1(c2ccc(F)cc2)NC(=O)N(CC(=O)N2CC(=O)Nc3ccccc32)C1=O (centres undefined),0,-15,-5,-2,101,-6,-2,-0.9,-3,-1
COC(=O)c1c(C)oc(C)c1S(=O)(=O)N1CCCC1,3,-5,4,2,102,-2,-5,-1.7,-2,10
CC(C)c1cc(C(F)(F)F)nc(NNc2nc(C(C)C)cc(C(F)(F)F)n2)n1,-4,-15,15,-3,114,4,4,3.0,-27,2
CC(C)N(C(=O)CSc1nnnn1C1CCCC1)C(C)C,16,-10,6,4,98,0,5,1.7,-3,1
Cc1cccc(S(=O)(=O)NC(=O)C2(C)CCN2C(=O)c2ccccc2CCc2ccccc2)c1 (centres undefined),7,-5,4,-1,99,2,2,0.1,-14,8
CC1(C)CC(=O)C2=C(C1)OC(c1cccs1)C(C#N)=C2N (centres undefined),2,-10,4,2,97,9,2,0.6,-5,-3
CCc1ccc(-c2nc(CS(=O)CC(=O)NCCCN3CCOCC3)c(C)o2)cc1 (centres undefined),-1,-7,6,9,97,-3,7,-1.8,5,0

Quoted from the listing.
Under PDI inh, Cc1cccc(S(=O)(=O)NC(=O)C2(C)CCN2C(=O)c2ccccc2CCc2ccccc2)c1 (centres undefined) reads 8
Under PDI inh, CC(C)c1cc(C(F)(F)F)nc(NNc2nc(C(C)C)cc(C(F)(F)F)n2)n1 reads 2
Under ABCB6 inh MLPCN, CC1(C)CC(=O)C2=C(C1)OC(c1cccs1)C(C#N)=C2N (centres undefined) reads 97

(listing goes on)
SMILES,Cardio protect,CaV13 ICDI inh,MC4R antagonist,Glyco luc inh,ABCB6 inh MLPCN,HTR2A ag,ABHD5-PLIN5 inh,MC4R barr agon,Granule exo inh,PDI inh
c1ccc(CSc2cc3ccccc3[nH]2)cc1,-5,-5,-6,-1,94,-6,-6,2.1,-3,4
Cc1c(OCc2ccc(C(=O)O)o2)ccc2c3c(c(=O)oc12)CCC3,-2,x,-1,-5,97,1,10,-1.8,2,6
CC(Cc1c[nH]c2ccccc12)NC(N)=O (centres undefined),2,9,-5,1,102,7,-5,0.4,2,3
COc1ccc(S(=O)(=O)N2CCCC(C(=O)NCc3ccccn3)C2)cc1Cl (centres undefined),-9,-7,8,3,96,-1,-4,0.0,0,-7
Cc1nn(C)cc1CNC(=O)c1cccc(Cl)c1,4,-8,18,2,98,2,3,2.0,-2,-3
Cc1cccc(N(CC(=O)NC2CCCC2)C(=O)c2csnn2)c1C,-3,-7,3,0,91,5,-2,-3.1,4,-9
Nc1cc(C(=O)O)ccc1Nc1ccc(F)c(F)c1,5,0,14,3,104,0,-9,-2.0,-7,-4
COc1ccccc1/C=C/C(=O)NCC(=O)N1CCC(N(C)C2CCCC2)CC1,3,4,-3,-2,99,-4,-2,-0.3,-3,-8
Cc1cc(C)nc(SCC(=O)c2ccc(F)cc2F)n1,0,-22,1,-2,104,-1,1,-1.6,2,-2
COc1ccc(OC)c(NC(=O)CN(c2ccc(C)cc2)S(=O)(=O)c2c(C)n[nH]c2C)c1,2,-2,19,3,97,-9,-1,-2.4,21,-1
Cc1cc(NCc2ccccc2)n2ncnc2n1,-4,-7,-4,0,101,-1,1,-5.0,4,1
Cc1ccc(NC(=O)Cc2nc(CSc3nnc(-c4ccc5c(c4)OCO5)o3)cs2)cc1,-16,-5,7,0,94,-1,5,-0.8,-1,-7
CCOc1ccc(C(=O)Nc2ccc3c(c2)OCCO3)cc1OC,-11,-7,-5,-3,99,-5,0,-0.3,-7,-5
COc1cccc(C2C(C(=O)c3ccc(C)o3)=C(O)C(=O)N2CCN2CCOCC2)c1OC (centres undefined),-5,-7,2,1,98,4,4,-2.5,4,1
CC1=C(C(=O)N2CCOCC2)CC(CC(=O)NCc2ccco2)C(=O)N1CCC1=CCCCC1 (centres undefined),-5,-6,-2,1,94,-2,0,1.0,-3,0
O=C1CCC([N+](=O)[O-])C(c2ccccc2F)N1 (centres undefined),-5,-19,14,2,100,4,-7,1.1,3,-8
Cc1cc(C)cc(NC(=O)CCc2c(C)nn(-c3ccc(N4CCCCC4)nn3)c2C)c1,4,-7,7,-3,100,13,-6,-0.2,0,5
CN=c1c([N+](=O)[O-])nn(-c2ccc3c(c2)OCCO3)n1O,-4,4,5,1,96,4,5,0.7,4,-4
CCCCS(=O)(=O)NC(=O)C1(C)CCN1C(=O)C/C=C/c1ccccc1 (centres undefined),-6,-5,7,2,95,-1,3,-0.4,2,-17
COc1ccc(-c2ccc(-c3noc(-c4ccccc4OC)n3)c(OC)n2)cc1,-2,x,5,0,99,-3,-5,10*,-3,-1
NC1=C(Br)C(=O)c2ncccc2C1=O,-18,-7,-20,-20,101,3,-20,-0.9,10,4
COc1ccc(CCNC(=O)C2CCN(S(=O)(=O)c3cnc[nH]3)CC2)cc1OC,6,x,3,1,93,2,0,-0.8,-1,-1
CN(CC(=O)Nc1ccccc1Br)C(=O)CCC1CCCC1,-2,-5,4,0,88,3,-2,-2.6,-3,1
CC(C)CNC(=O)NC(=O)COC(=O)c1cccc(NS(=O)(=O)c2ccc(F)c(F)c2)c1,-7,-19,15,1,105,-1,-1,0.9,0,-3
CC(C)=CC(=O)Nc1ccc2c(c1)OCO2,-13,-9,4,-12,101,0,5,1.5,-3,21
O=C(O)c1ccccc1S(=O)(=O)c1ccccc1CO,6,x,-1,4,101,2,-3,-1.6,-3,-4
CN(CC(=O)Nc1ccc(F)c(F)c1F)C(=O)C1(c2ccccc2)CC1,4,-11,-7,-3,95,2,-6,-2.5,5,-1
CCOC(=O)N1CCN(C(=O)c2ccccc2NC(=O)c2ccccc2Cl)CC1,-1,-4,-1,-1,99,-4,-6,-3.0,-2,6

This is a random part of the collection; 4.2% or so of the library scored in one or more.
